# Compound activity: PubChem BioAssay, several laboratories
# TRPML3 ag – human mucolipin-3 channel agonism. Q8TDD5. activation, % at 3 µM. hit rate 0.29% among 220,000. HEK293 TRPML3-YFP, Fluo-8 calcium fluorescence; 100% = the carbachol control signal;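 active = activation above its plate's cutoff, the mean activation of the plate's test wells plus 3 SD, cut at about 12% in these data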;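 note: 0% = DMSO only wells and 100% = carbachol wells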
#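 Test system: TRPML3-YFP stable HEK293 cells. Doses: single point at 3 µM. Incubation: dye loading 1 h 37 °C then 30 min ambient, 125 s read. Signal: Fluo-8 calcium dye fluorescence, ex 470-495, em 515-575 nm. Measure: percent activation from peak-to-basal fluorescence ratio, scaled between DMSO and carbachol.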
# zfTRPN1 agonist – activates the zebrafish TRPN1 channel; hit rate 0.18% among 220,000; activation, % at 3 µM; HEK293 zebrafish TRPN1-YFP, Fluo-8 calcium fluorescence; 100% = response to 87 µM carbachol;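 active = activation above its plate's cutoff, the mean activation of test wells on that plate plus 3 SD, cut at about 19% in these data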;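 note: 0% = DMSO alone and 100% = 87 µM carbachol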
#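 Material: zebrafish TRPN1-YFP in HEK293 cells. Doses: one dose of 3 µM, 0.3% DMSO. Incubation: dye 1 h 37 °C plus 30 min RT. Measured by: intracellular calcium fluorescence with Fluo-8.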
# Calpain2 inh – blocks pig calpain II enzyme activity; purified calpain II, fluorogenic peptide substrate, 30 min; inhibition, % at 16 µM; hit rate 0.37% among 220,000;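 active = inhibition above about 50%, limit read from the data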
# Furin inh – human furin inhibition; AID 463115; hit rate 0.061% among 220,000; P09958; purified furin, fluorogenic substrate cleavage; inhibition, % at 30 µM; in the data active = inhibition above about 25%; note: inactives centre near -15
# Target sequence (P09958 108-714 limits assumed): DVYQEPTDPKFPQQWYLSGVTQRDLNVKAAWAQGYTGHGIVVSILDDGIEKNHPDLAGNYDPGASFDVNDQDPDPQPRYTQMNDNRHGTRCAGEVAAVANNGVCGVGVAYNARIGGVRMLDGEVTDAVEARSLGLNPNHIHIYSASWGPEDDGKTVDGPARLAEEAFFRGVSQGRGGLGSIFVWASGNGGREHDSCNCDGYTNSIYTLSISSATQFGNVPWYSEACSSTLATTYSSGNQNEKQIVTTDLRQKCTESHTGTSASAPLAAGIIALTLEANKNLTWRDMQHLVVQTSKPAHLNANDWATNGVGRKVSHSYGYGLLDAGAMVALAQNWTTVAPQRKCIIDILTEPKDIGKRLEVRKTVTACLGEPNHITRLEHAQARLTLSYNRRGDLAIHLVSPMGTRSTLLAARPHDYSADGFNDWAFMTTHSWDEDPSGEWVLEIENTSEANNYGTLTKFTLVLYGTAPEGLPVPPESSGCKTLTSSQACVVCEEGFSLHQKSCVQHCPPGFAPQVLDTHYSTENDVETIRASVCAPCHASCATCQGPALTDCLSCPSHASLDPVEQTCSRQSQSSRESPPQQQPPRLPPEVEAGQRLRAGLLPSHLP
# Thrombin inh – blocks human thrombin protease activity; alpha-thrombin, Boc-VPR-AMC fluorogenic substrate cleavage; inhibition, % at 5 µM; hit rate 0.26% among 220,000;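 active = inhibition at or above 40%; inactive = inhibition below 40%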;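 note: 0% = enzyme with no compound and 100% = wells without enzyme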
#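 Material: Human alpha-thrombin protein | Buffer or medium: pH 7.5 Tris-saline with Tween 20 | Reagent: Boc-VPR-AMC substrate, 15 µM final | Schedule: Reaction at ambient temperature | Detection: AMC fluorescence at 355 nm excitation and 460 nm emission | Evaluation: Percent inhibition scaled between no-compound controls and no-enzyme blanks | Controls: no-compound enzyme wells and no-enzyme blanks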
# TbHK1 inh – blocks Trypanosoma brucei hexokinase 1 activity. inhibition, % at 10 µM. recombinant TbHK1, G6PDH-coupled NADH A340. hit rate 0.11% among 220,000;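 active = inhibition of 50% or more in the single-dose primary screen; inactive = inhibition below 50%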
# Cl transport mod – modulates chloride dependent transport by human KCC2; Q9H2X9; KCC2 cells, thallium flux FluoZin-2 fluorescence; B-score of Tl+ flux slope (higher = more flux/activation; lower = inhibition) at 10 µM; hit rate 2.2% among 190,000;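 active = thallium flux slope and its plate-corrected score both differing from the plate sample mean at a set confidence after two filtering rounds, in either direction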;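 note: slope of fluorescence scaled to starting intensity during 10 to 20 s after thallium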
# PPC-1+TRAIL kill – kills PPC-1 cancer cells in the presence of TRAIL; cell killing (% activity), % at 4 µM; PPC-1 cells + TRAIL, ATPLite viability luminescence; hit rate 0.41% among 220,000;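 active = cell killing above 50% in the first pass at 4 µM, then a duplicate retest at 5 µM averaging 50% or more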;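 note: plate controls were cells with TRAIL plus DMSO for no effect and medium-only wells lacking cells for full effect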
# EBV gp42 inh – inhibitors of Epstein-Barr virus glycoprotein 42; Fluorescence polarization binding assay, mP read-out; hit rate 0.42% among 220,000; inhibition, % (tested at 21.74 µM); Q1HVG2; in the data active = inhibition above about 50%
# Target sequence (Q1HVG2 whole entry, looked up): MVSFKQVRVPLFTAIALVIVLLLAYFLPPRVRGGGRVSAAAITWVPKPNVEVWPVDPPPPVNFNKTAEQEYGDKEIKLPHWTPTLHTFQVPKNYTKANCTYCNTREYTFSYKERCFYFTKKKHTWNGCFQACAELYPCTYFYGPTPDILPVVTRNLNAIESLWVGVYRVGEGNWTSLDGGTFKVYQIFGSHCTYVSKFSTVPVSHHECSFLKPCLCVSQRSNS
# The depositor's hits bear a star; . = not tested or not shown; [ ] = dose if it differs, or a comment. The order is random; about 3.6% have a hit in one of these screens.
# Labels used below – A = TRPML3 ag; B = zfTRPN1 agonist; C = Calpain2 inh; D = Furin inh; E = Thrombin inh; F = TbHK1 inh; G = Cl transport mod; H = PPC-1+TRAIL kill; I = EBV gp42 inh
O=C(O)/C=C/c1cccnc1
  A = 0.0; B = 0.7; C = 10.8; D = -6.3; E = -6.7; F = 7.0; G = -0.829; H = -3.8; I = -17.4
NC(=O)/C=C\c1cn(-c2ccccc2)nc1-c1ccc2c(c1)OCCO2
  A = -0.2; B = 1.1; C = -10.1; D = -17.8; E = 2.0; F = 12.7; G = 0.634; H = 15.1; I = 4.3
COc1cc(S(=O)(=O)N2CCN(c3ccccc3)CC2)ccc1Cl
  A = 0.7; B = -0.3; C = -11.6; D = -13.5; E = 0.7; F = 4.5; G = .; H = 22.6; I = -7.3
CCOC(=O)N1CCN(C(=O)c2ccc(Cl)nc2)CC1
  A = -0.1; B = 2.6; C = 5.6; D = 6.0; E = 7.5; F = 0.8; G = 0; H = 5.9; I = -8.9
COc1ccc(/C=N/NC(=O)c2nn(-c3ccc(Cl)cc3)c(=O)c3c(N)scc23)cc1
  A = 0.3; B = -0.3; C = -84.9; D = -8.2[20 µM]; E = 0.4; F = -15.2; G = -0.603; H = -12.7; I = -15.6
CCCCN(CC(=O)NC(C)(C)C)C(=O)C(=O)Nc1ccc2c(c1)OCCO2
  A = -0.3; B = 1.5; C = -24.6; D = -10.9; E = -2.9; F = 4.9; G = 0.314; H = 22.7; I = 2.5
CC1CCN(CCC(=O)NN)CC1
  A = 1.1; B = 0.4; C = -25.4; D = -19.7; E = 4.6; F = -0.5; G = -0.371; H = 27.1; I = -0.2
CCOC(=O)c1cnc2ccc(OCC)cc2c1N(C)Cc1ccccc1
  A = -0.2; B = -2.7; C = 29.9; D = -4.3; E = -9.6; F = 21.3; G = -0.434; H = 1.7; I = -13.0
O=[N+]([O-])c1ccccc1SNc1ccc(Br)cn1
  A = -0.2; B = -2.0; C = 17.5; D = -13.4; E = -1.5; F = -1.1; G = 0.0374; H = 8.0; I = -0.1
Cc1cnn(-c2cc(Oc3ccccc3)ncn2)c1
  A = 0.6; B = -0.9; C = -13.2; D = -11.9; E = 0.9; F = 18.4; G = -0.0287; H = -13.5; I = -9.1
Cc1cc(=O)[nH]c(SCCOc2cccc(C(F)(F)F)c2)n1
  A = -0.1; B = -0.3; C = 34.4; D = -23.5[20 µM]; E = -5.6; F = 9.6; G = -1.01; H = 11.0; I = -2.8
O=C(COc1ccccc1Cl)NCc1ccncc1
  A = 1.3; B = 5.0; C = -4.2; D = -25.4; E = -0.5; F = 0.9; G = 0.0307; H = 16.6; I = -10.6
C=CCn1c(SCc2csc(-c3ccc(C)cc3)n2)nnc1-c1ccccc1OC
  A = -1.6; B = -3.2; C = 16.0; D = -8.6; E = 2.8; F = 5.6; G = -2.38; H = 8.4; I = -31.3
COc1ccc(C2C(C)C3(O)CC(C#N)(C(=O)N3)C2(C#N)C#N)cc1 (stereo not drawn)
  A = 0.9; B = -0.1; C = -24.8; D = -9.4; E = -12.8; F = -9.1; G = 0.357; H = 21.2; I = 4.9
O=C(COc1cccnc1[N+](=O)[O-])N1N=C(c2ccc(Cl)cc2)CC1c1ccco1 (stereo not drawn)
  A = 1.2; B = 0.7; C = -23.8; D = -38.5; E = -0.4; F = -3.4; G = -0.76; H = -2.9; I = 3.8
Cc1cc(=O)n(C)c(=O)n1CC(=O)N1CCCCCC1
  A = -0.1; B = 0.6; C = 7.0; D = -9.3; E = 2.4; F = -5.8; G = .; H = 11.5; I = -15.1
CCCCn1nnc(NC(=O)CCC)n1
  A = 0.8; B = 0.0; C = -31.3; D = -13.8[20 µM]; E = 3.0; F = 23.7; G = -0.718; H = 26.7; I = -15.1
Cc1ccc2[nH]c3c(=O)n(CCN4CCNCC4)cnc3c2c1
  A = -0.1; B = 0.3; C = -42.9; D = 4.7; E = -3.7; F = -10.0; G = .; H = -0.3; I = -1.2
CN1CCN(C(=O)CCN2C(=O)/C(=C\c3ccc(Cl)cc3Cl)SC2=S)CC1
  A = -0.3; B = 1.8; C = 16.8; D = -5.3; E = -1.1; F = -33.6; G = 0; H = 3.6; I = -7.1
O=C(COC(=O)CC1CCCC1)Nc1cc2c(cc1Cl)C(=O)c1ccccc1C2=O
  A = 0.8; B = 1.1; C = -61.8; D = -8.5[20 µM]; E = -8.7; F = -4.9; G = .; H = 26.0; I = -9.0
NC(=O)CCN1CCN(Cc2cn[nH]c2-c2cccc3ccccc23)CC1
  A = -0.3; B = -0.4; C = -26.8; D = -21.4; E = 0.4; F = 1.1; G = 0.166; H = 20.4; I = -1.4
O=C(NNC(=S)Nc1ccc(Cl)cc1)c1cccs1
  A = 0.9; B = 0.9; C = -9.6; D = -20.9; E = -6.0; F = -17.1; G = 0.00421; H = 15.2; I = -20.0
CCC(C)(C)NC(=O)C(c1ccc(OC)cc1)N(CCOC)C(=O)CCC(=O)Nc1nccs1 (stereo not drawn)
  A = 0.9; B = 0.6; C = 4.1; D = -21.5; E = -3.0; F = -19.7; G = 1.16; H = -0.4; I = -7.3
CC(=O)Nc1cccc(NC(=O)CSc2nnc(Cc3cccn3C)n2-c2ccc(F)cc2)c1
  A = -0.7; B = -0.7; C = -46.9; D = -18.5; E = -2.2; F = -5.9; G = .; H = 14.2; I = -6.4

# An excerpt from above in order of count of non-hydrogen atoms, descending.
# Labels used below – A = TRPML3 ag; B = zfTRPN1 agonist; C = Calpain2 inh; D = Furin inh; E = Thrombin inh; F = TbHK1 inh; G = Cl transport mod; H = PPC-1+TRAIL kill; I = EBV gp42 inh
CCC(C)(C)NC(=O)C(c1ccc(OC)cc1)N(CCOC)C(=O)CCC(=O)Nc1nccs1 (stereo not drawn)
  A = 0.9; B = 0.6; C = 4.1; D = -21.5; E = -3.0; F = -19.7; G = 1.16; H = -0.4; I = -7.3
COc1ccc(/C=N/NC(=O)c2nn(-c3ccc(Cl)cc3)c(=O)c3c(N)scc23)cc1
  A = 0.3; B = -0.3; C = -84.9; D = -8.2[20 µM]; E = 0.4; F = -15.2; G = -0.603; H = -12.7; I = -15.6
C=CCn1c(SCc2csc(-c3ccc(C)cc3)n2)nnc1-c1ccccc1OC
  A = -1.6; B = -3.2; C = 16.0; D = -8.6; E = 2.8; F = 5.6; G = -2.38; H = 8.4; I = -31.3
CCOC(=O)c1cnc2ccc(OCC)cc2c1N(C)Cc1ccccc1
  A = -0.2; B = -2.7; C = 29.9; D = -4.3; E = -9.6; F = 21.3; G = -0.434; H = 1.7; I = -13.0
NC(=O)/C=C\c1cn(-c2ccccc2)nc1-c1ccc2c(c1)OCCO2
  A = -0.2; B = 1.1; C = -10.1; D = -17.8; E = 2.0; F = 12.7; G = 0.634; H = 15.1; I = 4.3
COc1cc(S(=O)(=O)N2CCN(c3ccccc3)CC2)ccc1Cl
  A = 0.7; B = -0.3; C = -11.6; D = -13.5; E = 0.7; F = 4.5; G = .; H = 22.6; I = -7.3
Cc1ccc2[nH]c3c(=O)n(CCN4CCNCC4)cnc3c2c1
  A = -0.1; B = 0.3; C = -42.9; D = 4.7; E = -3.7; F = -10.0; G = .; H = -0.3; I = -1.2
Cc1cc(=O)[nH]c(SCCOc2cccc(C(F)(F)F)c2)n1
  A = -0.1; B = -0.3; C = 34.4; D = -23.5[20 µM]; E = -5.6; F = 9.6; G = -1.01; H = 11.0; I = -2.8
CCOC(=O)N1CCN(C(=O)c2ccc(Cl)nc2)CC1
  A = -0.1; B = 2.6; C = 5.6; D = 6.0; E = 7.5; F = 0.8; G = 0; H = 5.9; I = -8.9
O=C(NNC(=S)Nc1ccc(Cl)cc1)c1cccs1
  A = 0.9; B = 0.9; C = -9.6; D = -20.9; E = -6.0; F = -17.1; G = 0.00421; H = 15.2; I = -20.0
O=[N+]([O-])c1ccccc1SNc1ccc(Br)cn1
  A = -0.2; B = -2.0; C = 17.5; D = -13.4; E = -1.5; F = -1.1; G = 0.0374; H = 8.0; I = -0.1
CCCCn1nnc(NC(=O)CCC)n1
  A = 0.8; B = 0.0; C = -31.3; D = -13.8[20 µM]; E = 3.0; F = 23.7; G = -0.718; H = 26.7; I = -15.1
